# CHOP UPR activ: apoptotic UPR (CHOP) activation. AID 449763. 0.34% of 330,000 active. CHO-CHOP luciferase reporter, luminescence; percent of tunicamycin response over DMSO baseline. activation, % at 10 µM;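 active means at 10 µM dose, activation of 40% or more, normalized to positive control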;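 further: 100% = tunicamycin at 10 µg/mL and 0% = DMSO alone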
#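 assay system = CHO CHOP reporter cells | amount = 500 CHO-CHOP cells per well | buffer or medium = F12 with 10% FBS | incubation = 16-18 h cell attachment, then 6 h compound exposure, 37 °C | detection = luminescence read with Steady-Glo | read-out = percent activation relative to tunicamycin control | controls = tunicamycin high control, DMSO low control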
# APJ agonist: agonists of human APJ apelin receptor. CHO-K1 APJ PathHunter beta-arrestin, luminescence; 0% DMSO wells, 100% apelin. 0.11% of 330,000 active. activation, % at 20 µM. P35414. AID 2520;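 active means activation more than six SD over the plate average, tested at 20 µM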;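 further: 0% = DMSO alone and 100% = apelin-13 at 10 nM; some results filed as inactive read as strong as hits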
# Target sequence (P35414 whole entry, looked up): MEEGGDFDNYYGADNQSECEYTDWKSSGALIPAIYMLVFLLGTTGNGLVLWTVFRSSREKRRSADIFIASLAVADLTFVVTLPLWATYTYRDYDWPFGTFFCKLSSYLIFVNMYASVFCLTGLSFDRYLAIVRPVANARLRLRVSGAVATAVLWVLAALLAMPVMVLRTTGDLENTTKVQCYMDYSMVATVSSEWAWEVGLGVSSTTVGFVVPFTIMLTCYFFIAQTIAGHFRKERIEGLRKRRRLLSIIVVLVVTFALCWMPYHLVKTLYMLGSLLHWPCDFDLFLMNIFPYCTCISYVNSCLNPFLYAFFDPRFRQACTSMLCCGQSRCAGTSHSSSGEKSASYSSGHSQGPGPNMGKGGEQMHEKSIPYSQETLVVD
#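 Test system: CHO-K1 APJ beta-arrestin complementation cell line. Amount: cell density 1000 per well. Controls: DMSO negative, 10 nM Apelin-13 positive. Signal: luminescent beta-gal fragment complementation, chemiluminescent substrate. Read-out basis: agonist-driven arrestin binding to APJ. Timing: compound stimulation 90 min at 25 °C, detection 60 min.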
# APJ antagonist: APJ receptor antagonism. P35414. CHO-K1 APJ beta-arrestin complementation, luminescence. inhibition, % at 20 µM. 0.32% of 330,000 active;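 active means inhibition above about 40% at 20 µM, limit read from the data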;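 further: cells challenged with 10 nM apelin-13 agonist together with compound; plate controls were apelin-13 plus DMSO wells for no effect and DMSO wells lacking apelin-13 for full effect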
# UPR XBP1 act: adaptive UPR (XBP1) activation | CHO-XBP1 luciferase reporter, IRE1-XBP1 UPR activation, luminescence; percent of tunicamycin response, DMSO as zero | activation, % at 20 µM | 0.33% of 330,000 active | AID 463104;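 active means versus positive control, 20 µM dose yields 30% or more activation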;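 further: 100% = tunicamycin at 10 µg/mL and 0% = DMSO only wells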
#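 assay system = CHO-XBP1 luciferase reporter cells | amount = 1000 cells/well | buffer or medium = F12 plus 10% FBS | compound dosing = single point, 20 µM final compound, 1% DMSO | incubation = 16-18 h cell attachment at 37 °C, then 6 h compound exposure | detection = Steady-Glo luminescence read | controls = tunicamycin 10 µg/mL and vehicle-only wells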
# 697 NFkB inh: inhibitors of the PMA/ionomycin-induced NF-kB reporter in 697 B cells | 697 B-cell NF-kB luciferase reporter, 16 h | inhibition, % at 4 µM | 0.33% of 330,000 active; in the data active means inhibition above about 35%
# tim23-1 inh: inhibits growth of tim23-1 mutant yeast; S. cerevisiae tim23-1 growth, BacTiter-Glo luminescence, 24 h; 1.3% of 330,000 active; inhibition, % at 20 µM;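 active means growth inhibition of the mutant yeast at or above 50%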;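 further: temperature-sensitive mutant grown at 25 °C; plate controls were DMSO-treated mutant yeast for no effect and medium wells lacking yeast for full effect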
# Mdm2 MdmX PPI: human Mdm2/MdmX binding inhibition. SaOS-2 split-luciferase Mdm2/MdmX complementation, luminescence. inhibition, % at 8 µM. 3% of 330,000 active;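 active means inhibition of at least 50% at 8 µM in the primary screen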
# Jurkat NFkB inh: inhibitors of the PMA/ionomycin-induced NF-kB reporter in Jurkat cells; AID 435003; inhibition, % at 4 µM; PMA/ionomycin-induced NF-kB luciferase reporter, luminescence; 0.53% of 330,000 active; in the data active means inhibition above about 50%
# The depositor's hits bear a star; . = no result given. Compounds as they come; overall some 5% were active at least once.
Compound	Jurkat NFkB inh	697 NFkB inh	APJ agonist	tim23-1 inh	Mdm2 MdmX PPI	CHOP UPR activ	APJ antagonist	UPR XBP1 act
COc1ccc(-c2c3c(nc4sc(C(=O)Nc5cc(C)on5)c(N)c24)CCC3)cc1	27.3	12.8	-16.5	17.9	18.5	2.9	55.2*	-2.0
Cc1ccc(N=Nc2c(C)[nH][nH]c2=O)c(C)c1	-0.9	-72.4	-9.4	18.0	27.8	1.7	3.2	3.1
COc1cc(NCc2ccccc2)c2ncn(Cc3ccccc3)c2c1	-6.2	-6.0	-3.0	14.5	24.3	-1.0	2.1	-4.4
CC1(C)C(=O)Nc2ccccc2N1C(=O)COC(=O)Cc1c(F)cccc1Cl	4.2	17.7	0.6	33.1	23.5	1.0	22.0	-0.3
COc1ccccc1N1CCN(C(=O)c2ccccc2N(C)S(=O)(=O)c2ccc(C)cc2)CC1	-2.5	5.5	-2.9	31.3	5.1	-0.4	10.1	-2.1
N#Cc1ccc(OCc2ccc(C(=O)O)o2)cc1	-7.7	18.1	-1.8	3.6	17.0	-1.5	-5.1	-1.8
Cc1c(CCC(=O)O)c(=O)n2c([nH]c3ccccc32)c1C#N	-11.8	-4.1	6.4	11.7	-18.8	-0.2	23.7	-2.0
COc1cc2c(cc1NC(=O)CSc1ccccn1)oc1ccccc12	-57.2	-72.3	-2.5	2.3	0.2	2.6	-7.4	-0.7
CCOC(=O)c1nc2sc(C)c(C)c2c(=O)[nH]1	8.3	6.0	-4.1	11.1	9.6	6.3	26.4	-2.9
Cc1occc1C(=O)N/N=C/c1ccc(Br)s1	-44.8	-26.5	2.8	35.1	-66.6	4.7	-13.6	0.2
Cc1ccc2c(C)nc(Nc3nc(CSc4nc5ccccc5[nH]4)cc(=O)[nH]3)nc2c1	36.7	-27.6	-0.7	10.0	59.4*	-3.6	9.9	1.3
Cc1ccc(S(=O)(=O)/N=C(\CN2CCCCC2)N2CCOCC2)cc1	9.4	14.4	-5.6	33.0	0.6	-0.3	0.4	-0.1
COc1ccc(OC)c(S(=O)(=O)N2CCC(NC(=O)c3ccccc3)CC2)c1	13.8	2.9	-1.0	2.5	6.2	-1.2	-18.3	0.0
Cc1cc(C)nc(SCCC(=O)N2CCOCC2)n1	-19.2	-8.4	-3.2	-5.7	-0.4	-1.4	-13.3	-3.0
O=C(Cc1csc(-c2ccccc2)n1)NCc1cccs1	-10.0	-36.6	-2.4	-12.5	-4.8	3.5	23.7	-0.9
S=c1[nH]nc(-c2ccco2)n1-c1ccccc1Cl	-21.5	10.4	-1.3	15.4	-32.1	0.6	-23.6	-1.4
CS(=O)(=O)N1CCN(c2ccccc2NC(=O)c2ccc3ccccc3c2)CC1	-0.2	-4.2	3.0	22.0	12.2	2.4	-3.5	1.3
CCn1c(SCC(=O)Nc2c(C)n(C)n(-c3ccccc3)c2=O)nnc1-c1cccc(C)c1	-2.5	-4.4	-5.1	-1.9	-17.2	0.7	12.3	1.3
C=CCc1cc(C)ccc1OCCn1ccnc1	-1.3	-22.3	0.6	24.8	0.5	0.9	2.4	0.8
COc1ccc(OC)c(C(=O)CSc2nnc(Cc3cccs3)n2C)c1	3.1	16.2	-3.2	-1.8	21.2	-3.2	26.7	-3.8
O=C(NC1C(=O)NNC1c1ccccc1)c1ccc(F)cc1 (stereo not given)	-17.7	-24.9	-3.0	7.3	-33.2	1.0	-0.3	0.1
CSCCC(C(=O)NC1=NCCS1)N1C(=O)c2ccccc2C1=O (stereo not given)	7.4	21.4	0.1	13.5	-15.6	0.1	15.9	-0.1
O=C(Cc1coc2ccc3ccccc3c12)N1CCN(c2ncccn2)CC1	4.1	4.3	-0.1	30.5	-1.4	-0.6	4.2	0.0
O=C(CN1C(=O)c2ccccc2C1=O)NNC1=NS(=O)(=O)c2ccccc21	10.8	25.6	-3.0	-0.2	-6.6	3.0	10.3	-0.7
Cc1ccc(C(=O)N2CCN(CCNC(=O)C(=O)NCc3ccc(Cl)cc3)CC2)cc1	14.5	1.2	0.8	-12.5	20.8	1.4	-17.6	-2.4
Oc1cccc2cnccc12	2.7	-9.5	1.6	0.4	13.3	-1.4	-29.5	2.0
c1ccc2c(c1)NC1(CCCCCC1)n1c-2nc2ccccc21	-63.5	-71.4	-3.5	45.9	-46.2	3.0	-4.1	6.5
CNC(=S)Nc1cc(Cl)ccc1Oc1ccccc1	4.0	-10.5	1.3	23.2	-11.6	-1.2	-5.3	1.2
O=C(C1=C[C@H](c2ccc(C(F)(F)F)cc2)C[C@H](OCCCCO)O1)N1CCN(Cc2ccc3c(c2)OCO3)CC1	23.5	-4.0	0.6	23.3	20.3	2.2	-70.7	-2.4
Cc1ccc(NC(=O)CSCC(=O)Nc2nnc(C)s2)cc1	0.8	14.8	1.2	11.0	-10.1	1.6	-54.3	2.6
Cc1ccc(S(=O)(=O)N2CCC(C(=O)OC(C)C(=O)NC(N)=O)CC2)cc1C (stereo not given)	5.9	-5.1	-0.6	3.6	8.9	0.7	10.8	-0.1
CC(=O)Nc1ccc(S(=O)(=O)N(C)CC(=O)OC(C)C(=O)N(C)Cc2ccccc2)cc1 (stereo not given)	17.6	10.7	-2.2	11.9	0.5	1.7	-9.0	-5.6
CCn1c(NC(=O)c2ccc(F)cc2)c2ccccc2nc1=O	-2.2	5.0	-2.8	25.5	0.1	-1.4	7.8	-0.8
COc1ccc(C(=O)NCC2COc3ccccc3O2)cc1S(=O)(=O)N1CCOCC1 (stereo not given)	5.2	7.6	-3.4	9.0	30.7	-2.0	13.8	0.0
CNC(=O)c1c(NC(=O)CCS(=O)(=O)c2ccccc2)sc(C)c1C	3.9	16.5	-3.8	9.3	27.6	-0.5	5.7	-2.4
COc1ccc2c(CC(=O)OCc3nc4ccsc4c(=O)[nH]3)coc2c1	-1.4	22.7	-3.6	8.1	1.9	1.0	2.6	-4.2
O=C(N/N=C/CCc1ccccc1)c1ccc(CN2c3cccc4cccc(c34)S2(=O)=O)cc1	5.7	-12.9	3.0	27.4	-8.1	0.1	-12.3	-0.6
O=C(CCc1nnc2ccc(NCc3ccco3)nn12)Nc1ccc(F)cc1	-0.6	-4.9	-3.2	-4.9	19.5	3.5	-16.3	-2.5
CCOC(=O)C1CCCN(C(=O)CCCn2nnnc2CN2CCC(C)CC2)C1 (stereo not given)	-6.1	-62.8	-5.0	7.7	0.9	1.0	9.2	-0.3
COc1ccc(CN(C)CC(=O)NC(C)c2ccccc2)cc1OC (stereo not given)	5.4	21.2	0.4	14.4	8.8	-1.5	-6.1	2.9
COCCCNC(=O)Cn1c(=O)n(Cc2ccc(F)cc2)c(=O)c2sccc21	-1.6	-28.8	-0.6	7.2	-5.9	-0.8	-24.1	-2.1
Cc1cc2c(cc1S(=O)(=O)NCc1ccccc1)NC(=O)CO2	11.4	6.1	-3.7	-22.9	9.2	-0.8	-23.0	-5.4
Cc1csc(NC(=O)/C=C/c2ccc(C)o2)n1	-3.7	7.1	3.2	15.3	-25.1	7.7	-14.6	1.9
Cc1nc2c3cc(F)ccc3n(Cc3ccccc3F)c2s1	14.9	-6.8	-2.2	14.2	59.4*	-0.6	16.4	6.5
CCCc1cc(C(=O)NC2CCCC2)no1	-66.2	-46.9	-3.3	12.8	-10.6	5.6	14.8	3.3
CC(C)OCCCNC(=O)NC12CC3CC(CC(C3)C1)C2	-9.8	-12.0	-3.8	18.7	-10.1	0.3	7.0	4.4
Cc1noc(C)c1C(=O)NC(C)c1ccc2c(c1)OCO2 (stereo not given)	9.7	5.8	0.3	-0.6	5.9	-1.5	10.1	0.7
Cc1ccc(C(=O)Nc2ccc(N3CCN(C(=O)c4ccco4)CC3)cc2)cc1	19.7	14.8	-0.4	9.9	7.1	0.1	-27.1	0.5
CSCCC(NC(=O)c1ccco1)C(=O)NCc1ccc2c(c1)OCO2 (stereo not given)	6.2	2.9	6.4	-11.2	-4.3	0.3	14.0	3.1
CCOC(=O)c1c(NC(=O)Cn2cnc([N+](=O)[O-])n2)sc(C)c1C	1.8	3.2	-1.3	6.8	3.2	1.1	-14.2	-3.3
COc1ccc(Nc2cc(C)c3cc([N+](=O)[O-])ccc3n2)cc1	-14.7	-5.4	-3.6	51.2*	-17.1	3.3	30.5	-0.8
CCCCNC(=S)NNC(=O)c1cc(C2CC2)nc2ccccc12	21.1	2.5	-7.3	11.3	23.0	1.1	11.5	-4.9
CCC(=O)Nc1c(-c2ccc(Cl)cc2)c(=O)c2ccccc2n1C	2.1	4.4	-1.1	0.5	19.0	0.0	18.9	-3.6
COc1ccc(S(=O)(=O)NCC(c2cccs2)N2CCc3ccccc3C2)cc1 (stereo not given)	-6.2	-9.7	-3.7	35.9	-30.3	2.5	-25.3	-0.2
COc1cccc(CN(C(=O)Cc2c[nH]c3ccccc23)C(C(=O)NC2CCCCC2)c2ccc(C)o2)c1 (stereo not given)	3.8	-24.7	-0.4	24.4	32.5	3.5	-17.6	-0.6
CSc1nc2ccc(NS(=O)(=O)c3ccc4c(c3)OCCO4)cc2s1	16.4	-3.5	-1.8	29.4	26.7	-2.8	23.7	-5.0
CC(C)OP(=O)(OC(C)C)C(O)c1cccc([N+](=O)[O-])c1 (stereo not given)	-9.4	10.0	-3.3	0.0	1.2	1.1	-15.1	0.1
CC(OC(=O)C1CC(=O)N(Cc2ccccc2)C1)C(=O)Nc1ccc(F)cc1Cl (stereo not given)	6.3	8.1	-2.4	19.6	-14.6	0.9	-5.9	-4.2
COc1cc(/C=N\NC(=O)C2COc3ccccc3O2)cc(OC)c1O (stereo not given)	3.8	11.8	-2.0	-0.1	20.8	2.1	-2.7	-1.6
O=C(CN1C(=O)C2CCCCC2C1=O)Nc1cccc(C(F)(F)F)c1 (stereo not given)	8.4	0.5	-3.4	-5.9	8.9	0.2	-9.9	-1.4
COc1cc(/C=C(\C#N)c2nc3ccccc3[nH]2)cc(Br)c1OCc1ccccc1	16.6	-8.0	0.8	12.2	20.1	10.1	-20.5	8.3
Cc1ccc(-c2cccc([C@H]3[C@@H]4C=CC[C@@H](C)[C@@H]4C(=O)N3Cc3ccccc3)c2)cc1	.	30.9	.	36.6	69.8*	3.4	.	1.3

# Profiles, quoted from the list. Values in the order: Jurkat NFkB inh	697 NFkB inh	APJ agonist	tim23-1 inh	Mdm2 MdmX PPI	CHOP UPR activ	APJ antagonist	UPR XBP1 act
# `Cc1ccc(-c2cccc([C@H]3[C@@H]4C=CC[C@@H](C)[C@@H]4C(=O)N3Cc3ccccc3)c2)cc1` is listed as .	30.9	.	36.6	69.8*	3.4	.	1.3
# `O=C(CN1C(=O)C2CCCCC2C1=O)Nc1cccc(C(F)(F)F)c1` (stereo not given) is listed as 8.4	0.5	-3.4	-5.9	8.9	0.2	-9.9	-1.4
# `COc1ccc(S(=O)(=O)NCC(c2cccs2)N2CCc3ccccc3C2)cc1` (stereo not given) is listed as -6.2	-9.7	-3.7	35.9	-30.3	2.5	-25.3	-0.2

# Source: PubChem (Sanford-Burnham Center for Chemical Genomics)
